D2 antag: antagonists of human D2 dopamine receptor. P14416. HEK293 TREx D2 cells, calcium flux, dopamine EC80. AID 485344. inhibition, % at 10 µM. 2% of 340,000 active; in the data active means inhibition above about 30%; further: 0% is about no effect
Target sequence (P14416 whole entry, looked up): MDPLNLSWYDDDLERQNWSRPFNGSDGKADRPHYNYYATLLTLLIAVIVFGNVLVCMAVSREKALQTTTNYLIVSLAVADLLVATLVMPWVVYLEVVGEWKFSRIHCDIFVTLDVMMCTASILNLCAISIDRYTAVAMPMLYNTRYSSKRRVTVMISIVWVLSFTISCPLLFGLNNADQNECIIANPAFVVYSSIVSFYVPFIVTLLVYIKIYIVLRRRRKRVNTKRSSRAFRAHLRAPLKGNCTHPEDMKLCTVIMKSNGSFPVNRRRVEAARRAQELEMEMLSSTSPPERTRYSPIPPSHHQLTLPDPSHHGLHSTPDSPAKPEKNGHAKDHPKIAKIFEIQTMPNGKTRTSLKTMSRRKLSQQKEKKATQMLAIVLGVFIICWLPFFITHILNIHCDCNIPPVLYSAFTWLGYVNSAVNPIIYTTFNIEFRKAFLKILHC
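Cells plated overnight at 30 C with tetracycline; no-wash calcium dye, 30–90 min RT; 10 s baseline; compound pinned; 180 s read; EC80 dopamine added; another 180 s read.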
TrxR1 inh: rat TrxR1 inhibition | O89049 | recombinant rTrxR1, NADPH fluorescence consumption, selenite substrate | Potency, µM (doses to about 114 µM), for the others: top-dose activity change, negative = inhibition, actives largely listed as inhibitors | 1% of 390,000 active | AID 588453; further: potency means the concentration at half of the fitted maximal effect; on the % scale 0 is the no-effect control and ±100 the full control effect; nearly all actives have a fitted effect of over 65% in size
Target sequence (O89049 whole entry, looked up): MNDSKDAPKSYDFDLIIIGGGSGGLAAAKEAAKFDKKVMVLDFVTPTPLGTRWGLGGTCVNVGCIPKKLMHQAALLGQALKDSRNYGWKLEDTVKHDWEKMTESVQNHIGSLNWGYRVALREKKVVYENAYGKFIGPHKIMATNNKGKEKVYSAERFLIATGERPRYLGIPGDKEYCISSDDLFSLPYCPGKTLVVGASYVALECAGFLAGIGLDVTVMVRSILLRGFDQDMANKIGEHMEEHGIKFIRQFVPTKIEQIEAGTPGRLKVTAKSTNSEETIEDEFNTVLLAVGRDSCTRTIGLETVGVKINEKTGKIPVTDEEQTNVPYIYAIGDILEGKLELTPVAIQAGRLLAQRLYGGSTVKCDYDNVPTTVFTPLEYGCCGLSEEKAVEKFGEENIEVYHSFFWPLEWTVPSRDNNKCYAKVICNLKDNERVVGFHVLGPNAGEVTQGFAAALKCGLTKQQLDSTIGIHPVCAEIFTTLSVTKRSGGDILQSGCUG
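Rat TrxR1 (90 nM in the dispensed reagent) was pre-reduced with 400 uM NADPH for 5 min at room temperature, then incubated with compound for 15 min. After 400 uM selenite was added, NADPH fluorescence (Ex 340/Em 450 nm) was followed for 8 min.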
TRHR agonist: agonists of human TRH receptor; P34981; TRHR cells, calcium flux fluo-8, FDSS agonist mode; activation, % at 2 µM; 0.18% of 360,000 active; AID 493084; in the data active means activation above about 30%; further: 0% is about no effect
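Fluo-8-loaded TRHR cells; 10 s baseline, compound added, kinetic Ca2+ fluorescence read 1/s, agonist mode.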
mIDH1 inhibitor: blocks human mutant IDH1 R132H enzyme; O75874; IDH1-R132H enzyme, NADPH consumption, diaphorase/resazurin fluorescence; Potency, µM (series often up to 76.6 µM), inactives show at the top dose activity change, negative = inhibition, usual class: inhibitors; 0.093% of 390,000 active; further: potency means the concentration at half of the fitted maximal effect; on the % scale 0 is the no-effect control and ±100 the full control effect; nearly all actives have a fitted effect of over 65% in size
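IDH1-R132H (0.5 ug/mL) preincubated 30 min with compound, then NADPH (0.016 mM) and alpha-KG (2 mM) added; 80 min at RT, pH 7.5. Remaining NADPH coupled via diaphorase/resazurin to fluorescence (540/590 nm); concentration-response curves normalized to no-enzyme control.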
TrxR1 substrate: rat thioredoxin reductase 1 substrate activity. O89049. purified TrxR1 substrate turnover, NADPH consumption readout. Potency, µM (titrated, usually from 114 µM), for inactives: at the top dose activity change, negative = substrate turnover. 0.01% of 390,000 active; further: potency means the concentration at half of the fitted maximal effect; on the % scale 0 is the no-effect control and ±100 the full control effect; nearly all actives have a fitted effect of over 50% in size
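Rat TrxR1, dispensed at 90 nM, was prereduced with 400 uM NADPH (final) for 5 min at ~22 deg C, then incubated with compound 15 min before 400 uM selenite. A first-read NADPH fluorescence drop versus no-compound background flagged substrates.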
TRHR enhancer: allosteric enhancers of human TRH receptor | P34981 | TRHR cells, fluo-8 calcium fluorescence, EC20 TRH enhancement | enhancement, % at 2 µM | 0.66% of 360,000 active | AID 493056; in the data active means enhancement above about 30%; further: 0% is about no effect
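Enhancer read-out: after compound pinning and an initial kinetic agonist-mode read, an EC20 of TRH (10 nM final) was injected and fluo-8 calcium signal (Ex 480/Em 530) followed at 1 s/cycle for 100 cycles in TRHR-expressing cells.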
D2 agonist: activates the human D2 dopamine receptor. P14416. HEK293 T-REx D2 cells, calcium flux agonist mode. activation, % at 2 µM. 0.53% of 340,000 active. AID 485358;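 active means activation over 3 SD above normal in the single-dose calcium agonist read, cut at about 30% in these data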; further: 0% is about no effect
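Tetracycline-induced HEK293 Trex cells with D2 receptor force-coupled to calcium signaling, plated overnight at 30 C and loaded with no-wash calcium dye. Calcium flux read kinetically for 180 s after compound addition; responses flag agonists.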
USP1 inh: USP1/UAF1 (human) deubiquitinase inhibition. O94782. 0.23% of 390,000 active. AID 743255. recombinant USP1/UAF1, Ub-Rhodamine cleavage fluorescence. Potency, µM (doses to about 57.1 µM), for the others: at the top dose activity change, negative = inhibition, actives largely listed as inhibitors; further: potency means the concentration at half of the fitted maximal effect; on the % scale 0 is the no-effect control and ±100 the full control effect; nearly all actives have a fitted effect of over 60% in size; inactives centre near -12
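High-throughput fluorogenic screen: 1nM USP1/UAF1 complex, Ub-Rho substrate 150nM final, 50mM HEPES pH 7.8 with 0.5mM EDTA, 0.1 mg/ml BSA, 1mM TCEP and 0.01% Tween-20.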
PI4K2A block: PI4K2A (human) kinase inhibition; purified PI4K2A, ADP-Glo luminescence, 1 h; active compounds read low; activity change, negative = inhibition, % at 76.9 µM; 0.13% of 420,000 active; AID 1346378; in the data active means activity change below about -50%; inconclusive means mostly about -30% to -49%;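 further: -100% = wells without enzyme as full effect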
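PI4K2A activity was measured by ADP-Glo luminescence: enzyme (4 ug/mL stock) and phosphatidylinositol (1.2 mM stock) in Tris pH 7.5/MgCl2/EGTA/Triton X-100 buffer were reacted with ATP (300 microM stock) for one hour at ambient temperature.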
Numbers without * were called inactive; ? = inconclusive; . = not tested or not shown; & = joins results of further samples; [ ] = another dose, or the depositor's remark. Unless noted, the call rests on the fitted dose curve; in most records, active means well fitted inhibition curve with a large enough effect; inconclusive means small, poorly fitted or top-dose-only effect; inactive means no such curve, though single readings can be large or run the other way.

1) COc1ccccc1C(=O)Nc1ccccc1N1CCOCC1
2) O=C1C(=O)N(CCO)C(c2ccccc2[N+](=O)[O-])/C1=C(\O)c1ccccc1 (stereo unspecified)
3) CCN(c1ccccc1)S(=O)(=O)c1ccc(C(=O)NCCc2ccc(S(N)(=O)=O)cc2)cc1
4) COc1ccc(N2CCN(CC(O)COCCOc3ccc(Br)cc3)CC2)cc1 (stereo unspecified)
5) COc1ccc(C(=O)NCC(=O)NCC(=O)OCC(=O)c2ccc(Br)cc2)cc1

assay / compound	1	2	3	4	5
D2 antag	-5.0	9.5	12.3	8.3	-2.6
TrxR1 inh	5.2%	-15.8%[57.1 µM]	4.3%	3.7%[11.4 µM]	-5.3%
TRHR agonist	1.4	0.4	1.1	2.2	-0.2
mIDH1 inhibitor	-0.2%	2.8%	-2.7%	6.3%	1.9%
TrxR1 substrate	-7.1%	2.7%[57.1 µM]	6.7%	0.8%	-6.5%
TRHR enhancer	-1.4	3.1	7.3	16.3	7.0
D2 agonist	0.2	0.6	0.4	3.1	0.0
USP1 inh	?	-2.1%	-21.4%	-2.1%	-6.3%
PI4K2A block	-1.2	2.0	0.4	3.2	1.1

6) Cc1ccc([N+](=O)[O-])cc1NC(=O)CNC1CCCCC1
7) COc1cccc(NC(=O)Nc2cccnc2)c1
8) Cc1cc(N/N=C/c2cccc(Cl)c2)nc(-n2nc(C)cc2C)n1
9) O=C(CCn1nnnc1CN1CCOCC1)N1CCC(c2ccccc2F)C1 (stereo unspecified)
10) O=C(Cc1cccc(NC(=O)C2CCN(C(=O)C3CCCC3)CC2)c1)Nc1cccc(C(=O)N2CCCC2)c1

assay / compound	6	7	8	9	10
D2 antag	4.5	-0.4	-9.2	-3.2	9.5
TrxR1 inh	13.1%[57.1 µM]	28.3%	6.0%	-17.7%	8.9%
TRHR agonist	0.0	1.4	-0.3	0.1	0.2
mIDH1 inhibitor	2.0%	0.4%	0.5%	1.6%	14.5%
TrxR1 substrate	-3.9%[57.1 µM]	9.0%	-1.0%[57.1 µM]	6.1%	3.7%
TRHR enhancer	-4.1	-0.8	-0.9	-1.9	-2.9
D2 agonist	-0.6	0.3	0.0	-0.1	1.5
USP1 inh	-15.0%	-15.6%	-15.2%	-13.7%	?
PI4K2A block	2.4	-16.2	-0.9	-5.2	-3.3

A second format for some results above:
no. | compound | D2 antag | TrxR1 inh | TRHR agonist | mIDH1 inhibitor | TrxR1 substrate | TRHR enhancer | D2 agonist | USP1 inh | PI4K2A block
10 | O=C(Cc1cccc(NC(=O)C2CCN(C(=O)C3CCCC3)CC2)c1)Nc1cccc(C(=O)N2CCCC2)c1 | 9.5 | 8.9% | 0.2 | 14.5% | 3.7% | -2.9 | 1.5 | ? | -3.3
9 | O=C(CCn1nnnc1CN1CCOCC1)N1CCC(c2ccccc2F)C1 (stereo unspecified) | -3.2 | -17.7% | 0.1 | 1.6% | 6.1% | -1.9 | -0.1 | -13.7% | -5.2
8 | Cc1cc(N/N=C/c2cccc(Cl)c2)nc(-n2nc(C)cc2C)n1 | -9.2 | 6.0% | -0.3 | 0.5% | -1.0%[57.1 µM] | -0.9 | 0.0 | -15.2% | -0.9

New compounds follow:
11) COC(=O)c1ccc(NC(=O)CSCc2ccccc2C)cc1
12) O=C(CCc1ccccc1)N/N=C\c1cc2c(cc1Br)OCO2
13) COc1cc(/C=C(\C#N)c2nc3ccccc3[nH]2)ccc1O
14) COc1ccc(Nc2c(-c3ccc(N4CCOCC4)cc3)nc3ncccn23)cc1OC
15) Cc1ccc(-c2cc(C(=O)NN)n[nH]2)o1

assay / compound	11	12	13	14	15
D2 antag	34.6*	1.6	-10.0	.	-5.5
TrxR1 inh	2.6%	-8.1%	0.9%	-2.0%	5.3%[57.1 µM]
TRHR agonist	0.0	-1.0	33.3*	0.1	0.5
mIDH1 inhibitor	0.9%	3.2%	15.5%	-2.2%	-3.0%
TrxR1 substrate	-3.5%	-4.0%	-9.7%	-3.7%	1.6%
TRHR enhancer	39.5*	18.4	1.6	-8.7	1.7
D2 agonist	-0.9	-1.6	6.5	-2.3	0.2
USP1 inh	-9.0%	-16.4%	?	13.7%	-14.1%
PI4K2A block	-1.2	1.3	-1.0	1.8	-6.5

16) Cc1cc2cc(CNC(=O)c3ccc(S(=O)(=O)N4CCCCC4)cc3)ccc2[nH]1
17) COc1ccc(COc2cc(-c3cccc(OC)c3)nc3ccc(NC(=O)c4ccc(OC)cc4)cc23)cc1
18) Nc1nnc(SCc2ccc(F)cc2Cl)s1
19) Cc1cnc(NC(=O)c2ccncc2)s1
20) COc1cccc(NC(=O)COC(=O)CC(NC(N)=O)c2ccc(Cl)cc2)c1 (stereo unspecified)

assay / compound	16	17	18	19	20
D2 antag	-10.8	-7.7	-34.3	-15.0	6.2
TrxR1 inh	24.4%[57.1 µM]	14.2%	5.9%	-4.2%[57.1 µM]	18.6%
TRHR agonist	0.4	1.0	-0.7	-0.2	-0.5
mIDH1 inhibitor	-7.3%	-5.6%	8.3%	-0.1%	9.9%
TrxR1 substrate	3.2%[57.1 µM]	9.6%	-2.7%	-4.5%	5.9%
TRHR enhancer	0.9	-0.8	1.4	2.0	6.8
D2 agonist	0.8	1.7	0.3	-0.1	-0.4
USP1 inh	-17.2%	-15.5%	-9.6%	?	-17.2%
PI4K2A block	5.1	0.4	-2.6	-3.7	1.6

21) COc1ccc(C)cc1NS(=O)(=O)c1ccc(Br)s1
22) C/C(=C\C(=O)c1ccc(Cl)cc1Cl)N(C)C
23) Cc1c(CC(=O)NCc2ccccc2Cl)c(=O)oc2cc(O)ccc12
24) CCN(CC(=O)NCCc1ccc(S(N)(=O)=O)cc1)Cc1nc2ccccc2c(=O)[nH]1
25) O=C(COC(=O)c1cncc(Br)c1)NC1CCCC1

assay / compound	21	22	23	24	25
D2 antag	-11.0	-13.3	.	-2.7	6.9
TrxR1 inh	9.5%	?	?	-25.3%	18.6%
TRHR agonist	-1.2	0.1	-1.1	0.0	0.4
mIDH1 inhibitor	6.0%	4.5%	16.8%	-5.2%	-4.9%
TrxR1 substrate	7.6%	-12.5%	861.1%[activator]	-1.8%	6.4%
TRHR enhancer	-3.6	-0.5	5.8	-0.5	3.3
D2 agonist	0.2	0.0	-0.5	0.4	5.7
USP1 inh	-14.4%	-5.7%	-19.9%	-12.3%	-13.9%
PI4K2A block	-1.8	2.4	-2.2	-0.7	-3.3

26) COc1ccccc1CNS(=O)(=O)c1c(C)nc2scc(C)n2c1=O
27) COC(=O)c1ccc(CNC(=O)COC(=O)/C=C/c2ccc(O)c(OC)c2)cc1
28) COc1cccc(NC(=O)c2ccc3c(c2)CCCC3)c1
29) CC(C)OCCCNC(=O)c1cn(C)c2ccc(S(=O)(=O)N3CCCCCC3)cc2c1=O
30) O=C(Nc1nonc1-c1ccc(Cl)cc1)c1ccccc1F

assay / compound	26	27	28	29	30
D2 antag	0.5	.	-4.7	.	.
TrxR1 inh	-17.4%&-7.1%	-5.8%	28.4%	-0.1%	3.8%
TRHR agonist	0.2&-0.1	.	0.0	-1.1	-1.8
mIDH1 inhibitor	16.7%&2.1%	-1.5%	13.1%	0.0%	11.9%
TrxR1 substrate	22.4%&34.5%	11.9%[57.1 µM]	-0.3%	-0.5%	-2.0%
TRHR enhancer	1.2&-5.1	.	-1.9	4.5	4.9
D2 agonist	0.9&0.2	.	-0.2	-0.8	-1.4
USP1 inh	-12.9%&-4.1%	-9.1%	-19.2%	-2.2%	-12.4%
PI4K2A block	4.6&-3.2	0.1	-12.4	3.2	-3.4

Profiles as entered above. Values in the order: D2 antag, TrxR1 inh, TRHR agonist, mIDH1 inhibitor, TrxR1 substrate, TRHR enhancer, D2 agonist, USP1 inh, PI4K2A block
Profile of `COC(=O)c1ccc(CNC(=O)COC(=O)/C=C/c2ccc(O)c(OC)c2)cc1` : ., -5.8%, ., -1.5%, 11.9%[57.1 µM], ., ., -9.1%, 0.1
Profile of `O=C(Nc1nonc1-c1ccc(Cl)cc1)c1ccccc1F` : ., 3.8%, -1.8, 11.9%, -2.0%, 4.9, -1.4, -12.4%, -3.4

Remaining list, next part:
31) C=CC[C@@H](Cc1ccc(F)cc1)C(=O)OC[C@@H]1CCCN1C(=O)[C@H](CC=C)CC(=O)N[C@H](CO)Cc1ccccc1
32) O=C(Nn1c(-c2ccncc2)nc2ccccc2c1=O)c1ccc(Br)cc1
33) COc1ccc(C(=O)C(C)OC(=O)CN2C(=O)c3ccccc3C2=O)cc1 (stereo unspecified)
34) COc1ccc(NCC(O)Cn2c(C)c(C)c3ccccc32)cc1 (stereo unspecified)
35) Cc1cc(C)c(NC(=O)COC(=O)C2CCC(=O)N2)c(C)c1 (stereo unspecified)
36) COc1cccc(-c2nc(CS(=O)CC(=O)NCc3ccccc3)c(C)o2)c1 (stereo unspecified)
37) O=C(NC1(C(F)(F)F)NC(=O)N(Cc2ccco2)C1=O)c1cccs1 (stereo unspecified)
38) CCCC(=O)N(CCN1CCOCC1)c1nc2ccc(OCC)cc2s1

assay / compound	31	32	33	34	35	36	37	38
D2 antag	.	-8.6	.	-12.6	8.7	-4.6	-15.1	-10.6
TrxR1 inh	-10.5%	-2.9%[57.1 µM]	-12.2%[2.29 µM]	19.7%[57.1 µM]	7.5%[57.1 µM]	-8.5%[57.1 µM]	-13.5%	17.9%
TRHR agonist	.	0.4	.	2.9	0.5	-0.6	0.1	0.0
mIDH1 inhibitor	13.6%	-10.0%	-4.1%	4.4%	-0.2%	3.7%	-1.4%	-1.8%
TrxR1 substrate	-8.2%	-1.2%[57.1 µM]	-5.9%[2.29 µM]	-0.5%[57.1 µM]	2.1%[57.1 µM]	2.2%[57.1 µM]	3.2%[0.457 µM]	-4.6%
TRHR enhancer	.	-2.3	.	18.6	-3.0	7.5	-6.1	-5.7
D2 agonist	.	0.8	.	2.1	-0.2	-0.3	-0.1	-0.6
USP1 inh	?	7.1%	-18.6%	-10.8%	-2.9%	-21.6%	-12.8%	-18.8%
PI4K2A block	-0.6	-0.3	2.3	5.4	-0.4	2.1	-0.4	?
